# LDHA block: blocks human lactate dehydrogenase A; purified LDHA, NADH/diaphorase-resazurin fluorescence; hits give low values; actives 0.15% (n = 480,000); AID 1347041; activity change, % (values are at about 110 or 230 µM); P00338; in the data active means activity change below about -30%; inconclusive means mostly about -25% to -30%;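 further: plate controls were DMSO wells for no effect and wells without enzyme for full effect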
#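 Resorufin fluorescence (ex540/em590), read at 0 and 20 min after diaphorase/resazurin addition, reports the NADH left after a 5 min room-temperature reaction of 2 nM human LDH5 with 0.06 mM NADH and 0.2 mM pyruvate.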
# POLI inh: DNA polymerase iota (human) inhibition; Q9UNA4; actives 1% (n = 390,000); Pol iota fluorescent replication assay, 10 min; Potency, µM (doses to about 115 µM), without a hit: top-dose activity, negative = inhibition, most hits filed as inhibitors; further: potency means the concentration at half of the fitted maximal effect
#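 Pol iota at 10 nM preincubated 15 min with compounds at room temperature; reaction started with fluorescent substrate, 50 nM final. Fluorescence read kinetically at 0 and 10 min; buffer-only wells as negative control.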
# POLB inh: inhibitors of human DNA polymerase beta. Potency, µM (series often up to 114 µM), for inactives: top-dose activity change, negative = inhibition, hits mostly inhibitors. Pol beta primer extension/strand displacement, fluorescence kinetic. P06746. actives 1.3% (n = 340,000); further: potency means the concentration at half of the fitted maximal effect; on the % scale 0 is the no-effect control and ±100 the full control effect
#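 Enzyme-only controls used 10 nM Pol beta; buffer lacking enzyme served as negative control. Compound preincubated 15 min, then 50 nM substrate added; 0 and 10 min reads at room temperature.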
# GRP78 ERSR act: inducers of ER stress response in human glioma cells | Potency, µM, inactives show at the highest dose activation, usual class: activators | AID 602332 | actives 0.02% (n = 420,000) | U87-MG GRP78 promoter luciferase reporter, 16 h; further: potency means the concentration at half of the fitted maximal effect; series mostly up to about 76 µM; % of control where 0% means no effect; nearly all actives have a fitted effect of over 35% in size
#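 Stably transfected U87-MG human glioma cells carrying a GRP78-based luminescent sensor were seeded at 1000 cells/well, pin-dosed with compounds and incubated 16 h. Luciferase reagent was then added, and end-point luminescence was read after 10 min at room temperature.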
# POLH inh: inhibitors of human DNA polymerase eta; recombinant Pol eta, fluorescent DNA replication assay; Potency, µM (series often up to 114 µM), for inactives: at the top dose activity change, negative = inhibition, most hits filed as inhibitors; actives 1.2% (n = 390,000); Q9Y253; further: potency means the concentration at half of the fitted maximal effect; on the % scale 0 is the no-effect control and ±100 the full control effect
#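 Fluorescent replication assay: 50 nM final substrate added after a 15 min room-temperature compound preincubation with 10 nM enzyme. Signal taken at 0 min and again at 10 min.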
# POLK inh: DNA polymerase kappa (human) inhibition; Q9UBT6; purified Pol kappa, fluorescent DNA synthesis assay, 10 min; Potency, µM (series often up to 107 µM), without a hit: at the highest dose activity, negative = inhibition, usual class: inhibitors; actives 0.53% (n = 400,000); further: potency means the concentration at half of the fitted maximal effect; on the % scale 0 is the no-effect control and ±100 the full control effect
#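 Enzyme at 10 nM met test compounds for 15 min at room temperature. Substrate addition (50 nM final) began the reaction, which was monitored by fluorescence at 0 and 10 min.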
# APE1 inh: blocks human APE1 abasic DNA cleavage; P27695; AID 2517; Potency, µM (titrated, usually from 65.8 µM), for inactives: at the highest dose activity change, negative = inhibition, hits mostly inhibitors; actives 0.35% (n = 350,000); recombinant APE1, TAMRA/BHQ-2 abasic DNA cleavage fluorescence;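 further: potency means the concentration at half of the fitted maximal effect; plate controls were vehicle for no effect and reference inhibitor for full effect; nearly all actives have a fitted effect of over 55% in size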
#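 0.75 nM APE1 + cpd, 15 min RT; start w/ 50 nM TAMRA/BHQ-2 THF-abasic dsDNA; kinetic fluor 525/598 nm ×3 reads @60 s; Δ(read3−read1); normalized to DMSO and NSC13755 control wells.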
# Anesthetic bind: candidate novel general anesthetic via apoferritin binding | P02791 | apoferritin/1-aminoanthracene competitive binding, fluorescence | Potency, µM (top dose mostly 77.5 µM), without a hit: top-dose activity change, negative = displacement, most hits filed as inhibitors | actives 0.074% (n = 350,000) | AID 485281; further: potency means the concentration at half of the fitted maximal effect; on the % scale 0 is the no-effect control and ±100 the full control effect; nearly all actives have a fitted effect of over 20% in size
#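 Steps: apoferritin (10 uM) was premixed with half-saturated 1-AMA in PBS, compounds were pin-transferred, plates stood 10 min at room temperature, fluorescence was read at 380/535 nm, and curves were fitted with a Hill equation.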
# BLM helicase inh: blocks DNA unwinding by human BLM helicase. actives 0.2% (n = 350,000). P54132. Potency, µM (highest dose often 56.1 µM), for inactives: at the highest dose activity change, negative = inhibition, actives largely listed as inhibitors. recombinant BLM DNA unwinding, fluorescence dequenching;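 further: potency means the concentration at half of the fitted maximal effect; plate controls were vehicle for no effect and no enzyme for full effect; nearly all actives have a fitted effect of over 35% in size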
# Target sequence (P54132 whole entry, looked up): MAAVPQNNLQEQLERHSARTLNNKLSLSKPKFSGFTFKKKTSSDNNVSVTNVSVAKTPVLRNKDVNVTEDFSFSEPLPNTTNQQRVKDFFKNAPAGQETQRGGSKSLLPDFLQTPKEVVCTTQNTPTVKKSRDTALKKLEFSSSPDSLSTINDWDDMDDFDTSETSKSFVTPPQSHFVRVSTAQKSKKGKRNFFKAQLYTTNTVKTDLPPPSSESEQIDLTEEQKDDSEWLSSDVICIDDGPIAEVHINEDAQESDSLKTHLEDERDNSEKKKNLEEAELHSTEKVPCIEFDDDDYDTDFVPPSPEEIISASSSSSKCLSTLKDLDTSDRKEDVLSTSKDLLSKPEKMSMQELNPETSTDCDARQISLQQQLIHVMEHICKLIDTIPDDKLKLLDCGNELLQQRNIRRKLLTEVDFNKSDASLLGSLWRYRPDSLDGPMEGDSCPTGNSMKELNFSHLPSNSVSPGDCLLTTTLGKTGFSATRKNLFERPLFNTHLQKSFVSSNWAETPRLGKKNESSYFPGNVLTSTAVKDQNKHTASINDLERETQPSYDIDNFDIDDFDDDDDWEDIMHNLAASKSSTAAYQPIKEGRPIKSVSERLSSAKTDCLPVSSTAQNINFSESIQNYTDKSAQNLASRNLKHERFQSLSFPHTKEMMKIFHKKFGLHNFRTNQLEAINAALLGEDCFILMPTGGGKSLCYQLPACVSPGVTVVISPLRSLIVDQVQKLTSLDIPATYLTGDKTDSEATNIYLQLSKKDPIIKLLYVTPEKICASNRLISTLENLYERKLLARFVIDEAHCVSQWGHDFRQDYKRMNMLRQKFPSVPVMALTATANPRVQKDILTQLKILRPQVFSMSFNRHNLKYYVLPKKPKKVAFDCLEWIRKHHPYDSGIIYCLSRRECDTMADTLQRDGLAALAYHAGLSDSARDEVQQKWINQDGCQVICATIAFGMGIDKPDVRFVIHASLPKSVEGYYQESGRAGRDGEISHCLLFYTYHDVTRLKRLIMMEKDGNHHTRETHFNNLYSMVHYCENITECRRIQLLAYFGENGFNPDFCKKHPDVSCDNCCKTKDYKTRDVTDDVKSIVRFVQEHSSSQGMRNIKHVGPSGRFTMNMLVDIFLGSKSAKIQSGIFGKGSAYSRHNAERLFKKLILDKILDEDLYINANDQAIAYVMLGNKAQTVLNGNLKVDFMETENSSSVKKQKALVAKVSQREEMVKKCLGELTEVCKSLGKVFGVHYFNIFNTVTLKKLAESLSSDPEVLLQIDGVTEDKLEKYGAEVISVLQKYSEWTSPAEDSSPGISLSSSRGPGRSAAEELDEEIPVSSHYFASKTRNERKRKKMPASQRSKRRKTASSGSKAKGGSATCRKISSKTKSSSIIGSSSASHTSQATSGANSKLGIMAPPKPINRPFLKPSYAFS
# * = called active by the depositor; ? = inconclusive; · = not tested or not shown; [ ] = another dose, or the depositor's remark. Unless noted, the call rests on the fitted dose curve; in most records, active means well fitted curve in the direction sought with a large enough effect; inconclusive means small, poorly fitted or top-dose-only effect, or another doubt; inactive means no such curve, though single readings can be large; an effect the other way counts as inactive or inconclusive. An excerpt (hit frequency here may not be typical).
# The line under a structure holds: LDHA block	POLI inh	POLB inh	GRP78 ERSR act	POLH inh	POLK inh	APE1 inh	Anesthetic bind	BLM helicase inh
Cc1ccc(-c2ccc(=O)n(CCC(=O)N3CCN(c4cccc(C)c4)C(C)C3)n2)cc1 (stereo not given)
    -2.5	-7.7%	-0.9%	-4.0%	-29.0%	-5.4%	50.9%[activator]	?	-0.8%
COc1ccc(C(=O)n2nc(-c3ccco3)nc2NCc2cccs2)cc1
    -0.7	-2.6%	-0.6%	0.2%	-21.3%	4.5%	·	-18.2%	0.6%
Cn1nnnc1SCCCNCc1cccc(OCc2ccccc2Cl)c1
    -0.5	13.9%	-11.3%	-3.3%	-22.4%	6.1%	·	?	0.1%
C=CCn1c(SCC(=O)NCCC2=CCCCC2)nc2ccc(Cl)cc2c1=O
    5.1	-8.7%	-1.5%	1.4%	-12.6%	9.7%	-0.5%	-13.0%	0.6%
COc1ccccc1C(=O)COC(=O)CNS(=O)(=O)c1ccc(C)c(C)c1
    -11.4	20.3%	·	-4.0%	?	-6.3%	-4.7%	·	·
COc1ccc(-c2c(C)n([O-])c3c([n+]2=O)CCCC3)c(OC)c1
    -5.4	3.9%	3.5%	1.2%	5.5%	-2.1%	-1.2%	-2.6%	-0.1%
CC1Cc2cc(/C(O)=C3/C(=O)C(=O)N(CCN4CCOCC4)C3c3ccc(C(C)C)cc3)ccc2O1 (stereo not given)
    2.1	-5.4%	-27.5%	0.0%	-18.4%	0.1%	-2.4%	-3.3%	-4.6%
COC(=O)C1=C(CSc2nncn2C)NC(=O)NC1c1ccc(F)cc1 (stereo not given)
    -1.4	-0.1%	3.0%	1.0%	-10.7%	-9.4%	-1.9%	-6.0%	-0.7%
CCCOC(=O)Nc1ccc(S(=O)(=O)Nn2cnnc2)cc1
    1.3	?	-1.4%	-0.8%	7.4%	-2.3%	1.4%	-14.6%	0.5%
CN(C)/C(=C\C(=O)c1ccccc1)C(=O)c1ccccc1
    -2.0	11.1%	·	-3.3%	-5.2%	-16.1%	·	·	·

# The list goes on:
# The line under a structure holds: LDHA block	POLI inh	POLB inh	GRP78 ERSR act	POLH inh	POLK inh	APE1 inh	Anesthetic bind	BLM helicase inh
COC(=O)c1c(NC(=O)/C(C#N)=C/c2ccccc2)sc2c1C(C(=O)OC)CC2 (stereo not given)
    1.7	?	-19.9%	-1.8%	-10.1%	-15.0%	·	-10.7%	-1.2%
COc1ccc(NC(=O)c2cc(S(=O)(=O)Nc3ccc(OC)cc3)cs2)cc1
    1.0	48.1%[activator]	?	-3.5%	-17.1%	9.4%	-0.9%	8.8%	1.1%
Cc1cccc(C)c1OCC(O)CN1CCc2ccccc2C1 (stereo not given)
    -1.9	-7.0%[58.9 µM]	·	-5.8%	-27.9%	-6.9%	·	·	·
Cc1cccc(C(=O)NC2CC3CCCC(C2)N3C(=O)Nc2ccccc2)c1 (stereo not given)
    1.7	13.6%	17.9%	-3.1%	-10.8%	1.1%	3.4%	-12.0%	-6.5%
COc1ccc(-c2csc(-c3ccc(O)cc3)n2)cc1
    -12.0	27.6%	?	12.1%	-6.1%	-6.0%	6.4%	-10.5%	8.3%
O=C(O)c1cccc(-n2c(/C=C/c3ccccc3)nc3ccccc3c2=O)c1
    1.7	3.3%	2.0%	-3.8%	-12.3%	14.8%	43.6%[activator]	-15.1%	-0.6%
O=C(Nc1cc(Cl)ccc1Cl)C1Cc2ccccc2O/C1=N\O (stereo not given)
    -3.4	44.2%	19.5%	5.9%	-13.3%	0.0%	-7.0%	?	-3.7%
COc1ccc(N(CC(=O)Nc2ccc3c(c2)OCO3)S(=O)(=O)c2ccccc2)cc1
    0.9	42.4%[activator]	?	-0.2%	-4.5%	-4.4%	1.4%	-1.6%	-9.3%
O=C(Nc1ccc(S(=O)(=O)C(F)F)cc1)c1ccc2c(=O)n3c(nc2c1)CCC3
    1.4	8.2%	·	0.1%	-13.6%	-0.7%	7.4%	·	·
CCSc1nnc(CNC(=O)c2ccccc2F)n1-c1ccccc1OC
    -3.7	17.4%	-6.3%	-5.0%	-19.0%	1.3%	6.9%	-1.9%	-3.2%

# Later entries
# The line under a structure holds: LDHA block	POLI inh	POLB inh	GRP78 ERSR act	POLH inh	POLK inh	APE1 inh	Anesthetic bind	BLM helicase inh
Cc1ccc(-c2cc(-c3ccccc3C)[nH]n2)c(O)c1
    -1.4	?	-14.0%	-4.4%	-14.4%	-21.6%	5.0%	-20.1%	-12.1%
COc1ccc2nc(C)c3c(c2c1)OC(C)C3 (stereo not given)
    -2.7	9.4%	11.8%	-2.9%	-11.6%	3.4%	1.6%	-12.9%	0.8%
Cc1cccc(NC(=O)CS(=O)(=O)c2cccc3nsnc23)c1
    -6.7	4.2%	20.4%	-3.6%	-10.0%	-3.1%[60.1 µM]	·	-2.9%	-0.9%
COc1ccc(C(=O)O)cc1S(=O)(=O)Nc1ccccc1C(=O)NCc1ccc2c(c1)OCO2
    -8.9	-16.8%	·	-3.7%	-5.6%	-3.7%	11.0%	·	·
COc1cccc(-c2nnc(NC(=O)c3ccc(Cl)s3)o2)c1
    0.1	36.3%[activator]	-1.0%	-2.4%	-16.9%	6.6%	-1.8%	5.3%	-18.9%
Cc1nc2c(-c3ccccc3)c(C)nn2c(C)c1CCC(=O)NCc1ccccc1
    -3.6	31.3%[activator]	-1.9%	-2.2%	?	-24.9%	·	-0.3%	1.0%
Cc1ccc(N2C(=O)c3cccc4c(C(=O)O)ccc(c34)C2=O)cc1
    ·	·	1.3%	·	·	·	-7.0%	-2.1%	-2.4%
CCC(C)c1ccc(NC(=O)c2c([N+](=O)[O-])cnn2CC)cc1 (stereo not given)
    -2.9	170.8%[activator]	17.2%	2.1%	-28.0%	-5.1%	-4.6%	?	-9.3%
c1ccc(-c2ccccc2OCCCN2CCCCCC2)cc1
    -10.5	42.5%[activator]	21.4%	-3.5%	-19.3%	-5.6%	-4.4%	-14.2%	20.3%
COC(=O)Cn1c(C)nc(=O)c(-c2ccccc2)c1C
    -2.4	6.8%	31.1%	-2.1%	-5.7%	-13.9%	-0.7%	-18.3%	-4.4%

# (further entries)
# The line under a structure holds: LDHA block	POLI inh	POLB inh	GRP78 ERSR act	POLH inh	POLK inh	APE1 inh	Anesthetic bind	BLM helicase inh
O=C(c1ccccc1)N1CCN(c2n[nH]c(=O)[nH]c2=O)CC1
    -10.3	-3.8%	0.5%	-3.8%	3.3%	-11.5%	-1.2%	2.4%	-0.5%
Cc1cc(C)c(C(=O)Nc2ccc(S(=O)(=O)Nc3onc(C)c3C)cc2)c(C)c1
    -0.9	13.8%	-28.3%	-3.2%	-5.3%	13.8%	1.4%	-1.5%	-0.9%
CCc1cc(=O)oc2cc(OCC(=O)NCc3ccccn3)ccc12
    -0.9	-12.9%	14.1%	-0.5%	-21.5%	6.5%	16.0%	-2.3%	3.9%
Cc1ccccc1Nc1cc(=O)oc2ccccc12
    -4.2	-12.1%	19.2%	-4.9%	-2.3%	-1.7%	1.4%	-16.4%	-0.1%
Cc1cccc(N2CCN(CC(O)COCc3cccs3)CC2)c1C (stereo not given)
    -9.5	-9.2%	19.1%[57.1 µM]	-2.6%	-5.9%	-4.2%	-0.7%	-15.9%	0.7%
O=C(CCCCCNC(=O)N1CCn2c1nc1ccccc12)NCc1ccc(Cl)cc1
    0.9	17.8%	4.5%	-5.1%	-4.5%	-3.7%	-8.1%	-11.2%	-2.1%
NC(=O)c1c(NC(=O)c2ccc(F)cc2Cl)sc2c1CCC2
    1.4	9.2%	-3.8%	1.8%	1.3%	-2.6%	0.6%	-9.5%	-0.9%
Cc1cc(C(=O)OCC(=O)NCc2ccccc2)c2ccccc2n1
    -3.8	22.0%	·	-4.6%	0.6%	-3.7%	5.5%	·	·
CCN(CC)CCCN=C(C)C1=C(O)c2ccccc2C1=O
    -5.4	-0.1%[58.9 µM]	59.3%	-3.0%	-7.0%	2.2%	1.7%	-8.0%	2.3%
COc1ccc(CN2C(=O)c3cccnc3C2=O)cc1S(=O)(=O)N1CCCC(C)C1 (stereo not given)
    -7.7	-42.4%	6.6%	-2.3%	0.2%	-18.9%	-5.0%	-19.7%	-2.2%

# 3 entries out of the list, ordered by SMILES length, rising.
# The line under a structure holds: LDHA block	POLI inh	POLB inh	GRP78 ERSR act	POLH inh	POLK inh	APE1 inh	Anesthetic bind	BLM helicase inh
CCN(CC)CCCN=C(C)C1=C(O)c2ccccc2C1=O
    -5.4	-0.1%[58.9 µM]	59.3%	-3.0%	-7.0%	2.2%	1.7%	-8.0%	2.3%
Cc1cc(C(=O)OCC(=O)NCc2ccccc2)c2ccccc2n1
    -3.8	22.0%	·	-4.6%	0.6%	-3.7%	5.5%	·	·
O=C(CCCCCNC(=O)N1CCn2c1nc1ccccc12)NCc1ccc(Cl)cc1
    0.9	17.8%	4.5%	-5.1%	-4.5%	-3.7%	-8.1%	-11.2%	-2.1%

# Carrying on.
# The line under a structure holds: LDHA block	POLI inh	POLB inh	GRP78 ERSR act	POLH inh	POLK inh	APE1 inh	Anesthetic bind	BLM helicase inh
CC(C)(C)NC(=O)C[C@H]1C[C@H](C(=O)N2CCOCC2)[C@@]2(C)c3[nH]c4ccc(Cl)cc4c3CCN2C1=O
    -6.9	43.9%[activator]	·	-4.3%	-18.6%	-2.2%	-13.3%	·	·
Cc1cc(NC(=O)c2cccnc2)cc(-c2nc3cc(Cl)ccc3o2)c1O
    -1.3	-6.4%	51.1%	-4.5%	-4.2%	9.6%	·	40.1%[activator]	-1.6%
COc1ccc(C(O)P(=O)(OCc2ccccc2)c2ccc(N(C)C)cc2)cc1 (stereo not given)
    -11.0	-12.6%	0.5%	-3.6%	-7.2%	-7.5%	1.6%	-7.0%	0.0%
Cc1[nH]c2ccccc2c1C(C[N+](=O)[O-])c1cccc(O)c1 (stereo not given)
    -1.4	25.3%	15.6%	-0.2%	-16.3%	9.0%	-4.9%	-23.9%	-8.4%
O=C(CCn1c(=S)[nH]c2ccccc2c1=O)N1CCCCC1
    -12.0	-2.7%	5.1%	-2.0%	-8.8%	-7.5%	-1.5%	-3.0%	3.2%
Cc1ccccc1CN1[C@@H](Cc2ccccc2)COCCS1(=O)=O
    -6.5	36.5%[activator]	·	-2.8%	-20.0%	-0.1%	·	·	·

# High-throughput results (PubChem BioAssay)
